GCN5L2 inh = qHTS Assay for Inhibitors of GCN5L2 | Histone acetyltransferase KAT2A (Homo sapiens), Q92830 | GCN5L2 HAT assay, ThioGlo1 CoA-SH fluorescence | Potency, µM (doses to about 58.9 µM), inactives show at the highest dose activity change, negative = inhibition, most hits filed as inhibitors | hit rate 0.21% among 390,000
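GCN5L2 (20nM final) in 50mM HEPES, 0.1mM EDTA pH 7.5, 0.01% Tween-20 was preincubated 15 min at room temperature with compound, then given ThioGlo1 (50uM), H3(1-25) peptide (75uM) and acetyl-CoA (70uM); CoA-thiol fluorescence (Ex340/Em540) was read at 0 and 20 min.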
FEN1 inh = qHTS Assay for the Inhibitors of Human Flap endonuclease 1 (FEN1); hit rate 0.35% among 390,000; P39748; Recombinant FEN1 flap cleavage, fluorescence, 15 min; Potency, µM (top dose mostly 114 µM), for the others: at the top dose activity change, negative = inhibition, hits mostly inhibitors; further: nearly all actives have a fitted effect of over 65% in size
Target sequence (P39748 whole entry, looked up): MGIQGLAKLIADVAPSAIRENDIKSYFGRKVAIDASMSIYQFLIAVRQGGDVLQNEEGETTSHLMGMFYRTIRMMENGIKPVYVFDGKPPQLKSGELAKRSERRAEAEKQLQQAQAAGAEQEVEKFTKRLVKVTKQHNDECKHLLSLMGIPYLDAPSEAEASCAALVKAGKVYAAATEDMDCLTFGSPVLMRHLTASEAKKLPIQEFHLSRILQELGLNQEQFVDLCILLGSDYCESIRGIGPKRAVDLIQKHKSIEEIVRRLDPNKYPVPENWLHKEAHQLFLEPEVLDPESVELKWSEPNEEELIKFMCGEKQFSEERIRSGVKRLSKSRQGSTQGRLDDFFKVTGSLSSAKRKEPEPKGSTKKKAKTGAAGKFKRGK
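Concentration–response screening of FEN1 (10 nM): 15 min compound preincubation at room temperature, reaction started with 50 nM substrate and read at 0 and 15 min. Corrected, normalized data were fitted by a four-parameter Hill equation.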
N370S GC mod = qHTS Assay for Inhibitors and Activators of N370S glucocerebrosidase as a Potential Chaperone Treatment of Gaucher Disease | Lysosomal acid glucosylceramidase (Homo sapiens), P04062 | N370S GC spleen homogenate, 4MU-glucoside fluorescence | Potency, µM (highest dose often 59.4 µM), for inactives: top-dose activity change, negative = inhibition, most hits filed as inhibitors | hit rate 0.092% among 330,000 | AID 2101, 2009;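 further: 0% = full enzyme activity and -100% = no enzyme basal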
* hit, by the source's call; u = inconclusive; x = no result given; [ ] = another dose, or the depositor's remark. The call rests on the fitted dose curve; in most records, active means well fitted curve in the direction sought with a large enough effect; inconclusive means small, poorly fitted or top-dose-only effect, or another doubt; inactive means no such curve, though single readings can be large; an effect the other way counts as inactive or inconclusive. Unless noted, on the % scale 0 is the no-effect control and ±100 the full control effect; potency means the concentration at half of the fitted maximal effect.

Start of the data: the first seven entries, ahead of the listing:
cpd	mol	GCN5L2 inh	FEN1 inh	N370S GC mod
1	CCOC(=O)c1sc(NC(=O)C(C)Sc2nc(-c3ccccc3)cc(C(F)(F)F)n2)c(C(=O)OC)c1C (stereo not drawn)	-3%	-5%	x
2	COCCn1c(=O)c(-c2cccs2)nc2cnc(N(C)C)nc21	-15%	x	-2%
3	CCOc1ccc(CC(C(N)=O)C(N)=O)cc1	-6%	-2%	-3%
4	Clc1ccc2c(N3CCOCC3)ccnc2c1	-4%	7%	0%
5	CC(C)Cn1cc(C(=O)NCC2CCCO2)c2c3ccccc3n(C)c2c1=O (stereo not drawn)	-2%	-6%	1%
6	CS(=O)(=O)N1CCC[C@@]2(CCN(C(c3ccccc3)c3ccccc3)C2)C1	-13%	x	-3%
7	CCC1(CC)NC(=O)N(CC(=O)OCC(=O)Nc2sccc2C#N)C1=O	-7%	2%	9%

The listing, previewed entries included:
cpd	mol	GCN5L2 inh	FEN1 inh	N370S GC mod
1	CCOC(=O)c1sc(NC(=O)C(C)Sc2nc(-c3ccccc3)cc(C(F)(F)F)n2)c(C(=O)OC)c1C (stereo not drawn)	-3%	-5%	x
2	COCCn1c(=O)c(-c2cccs2)nc2cnc(N(C)C)nc21	-15%	x	-2%
3	CCOc1ccc(CC(C(N)=O)C(N)=O)cc1	-6%	-2%	-3%
4	Clc1ccc2c(N3CCOCC3)ccnc2c1	-4%	7%	0%
5	CC(C)Cn1cc(C(=O)NCC2CCCO2)c2c3ccccc3n(C)c2c1=O (stereo not drawn)	-2%	-6%	1%
6	CS(=O)(=O)N1CCC[C@@]2(CCN(C(c3ccccc3)c3ccccc3)C2)C1	-13%	x	-3%
7	CCC1(CC)NC(=O)N(CC(=O)OCC(=O)Nc2sccc2C#N)C1=O	-7%	2%	9%
8	O=C(COC(=O)c1ccccc1Oc1ccccc1)NCc1ccco1	-13%	u	0%
9	COc1cccc(/C=C/C(=O)OCC(=O)Nc2ccc(Cl)c(S(=O)(=O)N(C)C)c2)c1	-16%	-6%	0%
10	O=C(O)CCC(=O)Nc1nc2ccccc2s1	-3%	4%	x
11	Cc1ccc(NC(=O)COC(=O)CSCC(=O)Nc2cc(C)on2)c(C)c1	-2%	5%	-14%
12	O=C(Cn1nc(-c2cccc(Cl)c2)ccc1=O)Nc1ccc(C(=O)NC2CC2)cc1	3%	5%	10%
13	Cc1c(/C=N/NC(=O)c2ccc(O)cc2)c2ccccn2c1C(=O)c1ccc(F)cc1	-5%	8%	u
14	CCc1ccccc1NC(=O)CN(c1ccc(OC)cc1OC)S(=O)(=O)c1ccccc1	0%	-3%	16%
15	CCOC(=O)CNC(=S)N(Cc1cccs1)C1CCCCC1	8%	-12%	0%
16	CCOc1ccc(-c2nnc(SCC(=O)N(CC)c3cccc(C)c3)o2)cc1	-2%	13%	x
17	Cc1c(C(=O)Oc2ccc(F)cc2)sc2ncn(Cc3cccc(F)c3)c(=O)c12	0%	2%	4%
18	Cc1ccccc1C=Nc1ccccc1C(N)=O	-7%	16%	23%
19	NNc1nc(-c2ccccc2)c2ccccc2n1	-7%	3%	3%
20	N#C/C(=C\c1ccccc1C(=O)O)c1nc2ccccc2[nH]1	-9%	-3%	-13%
21	COc1ccccc1Cn1c(CNS(=O)(=O)c2ccccc2Cl)nc2cccnc21	-2%	7%	x
22	Clc1cccc(-c2nn3c(-c4cccc(Cl)c4)nnc3s2)c1	-3%	x	1%
23	CC(C)OC(=O)/C(C#N)=C\c1cccnc1	26%	-2%	9%
24	CCCN(C(=O)c1nn(-c2ccc(OC)cc2)c(=O)c2c1c1ccccc1n2C)c1ccc(CC)cc1	-7%	16%	x
25	COc1ccc(C(=O)N(C)Cc2ccc(C)o2)cc1OC1CCN(C(C)C)CC1	1%	10%	0%
26	CCOc1ccccc1Oc1c(C)oc2c(CN3CCN(CCO)CC3)c(O)ccc2c1=O	-29%	5%	4%
27	CC1Oc2ccccc2OC1(O)c1ccccn1 (stereo not drawn)	6%	2%	-6%
28	COc1cc(CNCc2ccc(Br)cc2)cc(OC)c1	15%	-12%	-2%
29	Cc1ccccc1NC(=O)c1cccc(Cn2cc(Br)c([N+](=O)[O-])n2)c1	-8%	-13%	-1%
30	CCSc1ccc(NC(=O)c2cccnc2)cc1	u	-5%	13%
31	COc1ccc(NC(=O)c2cncc(Br)c2)cc1S(N)(=O)=O	-5%	-1%	-2%
32	Cc1ccc(CSc2nc3cccnc3n2Cc2nc(-c3ccccc3F)oc2C)cc1	-11%	-21%	x
33	COc1ccc(NC(=O)Cn2c(=O)c(-c3cc(C)ccc3NC(C)=O)nc3ccccc32)c(OC)c1	-3%	17%	x
34	OCCN(/C=N/c1nc(-c2ccc(Br)cc2)cs1)CCO	-7%	20%	2%
35	O=C1CC(SC(=Nc2ccccc2)Nc2ccccc2)C(=O)N1c1ccc(Cl)c(Cl)c1 (stereo not drawn)	-12%	-23%	-9%
36	O=C(c1cccc([N+](=O)[O-])c1)N1CCN(S(=O)(=O)/C=C/c2ccccc2)CC1	1%	12%	x
37	Cc1ccc(NC(=S)NC(=O)C2CCCCC2)c(Br)c1	-3%	4%	x
38	Cn1nnc(NC(=O)/C=C/c2ccco2)n1	1%	9%	-3%
39	COc1ccc(C(=O)c2cnc3ccc(C)cc3c2S(=O)(=O)c2ccccc2)cc1	-12%	-17%	x
40	O=C(NCc1ccccn1)c1ccc(/C=N/O)nc1	-4%	-9%	-2%
41	CC(C)C(NC(=O)OCc1ccccc1)C(=O)NCc1ccc(C(=O)O)cc1 (stereo not drawn)	-2%	6%	-5%
42	CCOC(=O)COn1c(=O)c(-c2cc3ccccc3o2)[n+]([O-])c2ccccc21	-4%	-9%	13%
43	O=C1C2CCCN2C(c2ccc(F)c(F)c2)N1c1cccc(Cl)c1 (stereo not drawn)	-8%	-5%	-15%
44	CCN=C1S/C(=C\c2ccc(OC)c(OCC)c2)C(=O)N1CC	0%	x	6%
45	CC(C)c1ccc(N(CC(=O)N2CCN(Cc3ccccc3)CC2)S(C)(=O)=O)cc1	-3%	-1%	-2%
46	CC(C)NC(=O)N1CCCC2(CCN(C(=O)c3ccncc3)CC2)C1	0%	x	-2%
47	O=[N+]([O-])c1cccc(/C=N\N2CCN(c3ccc(Cl)cc3)CC2)c1	0%	4%	1%
48	CNC(=O)CC1C(=O)N(c2ccc(Cl)cc2)C(=S)N1NC(=O)c1cccc(F)c1 (stereo not drawn)	16%	-4%	-10%
49	COCCN(CCOC)S(=O)(=O)c1ccc(C(=O)NC2CCN(Cc3ccccc3)CC2)cc1	-3%	8%	0%
50	N#CCc1c(C#N)c(N)nc(N2CCN(S(=O)(=O)c3ccccc3F)CC2)c1C#N	-6%	0%	2%
51	CCC(=O)Nc1cccc(NC(=O)c2ccccc2Cl)c1	-3%	-10%	-7%
52	Cc1cccc(NC2=C(NC(=O)c3ccccc3)C(=O)c3ccccc3C2=O)c1	-9%	-7%	-18%
53	O=C1[C@@H]2Cc3c([nH]c4ccccc34)C(c3ccc([N+](=O)[O-])cc3)N2C(=O)CN1C1CC1 (stereo partly drawn)	-18%	-8%	-14%
54	Cc1cccc(N2CC(C(=O)Nc3ccc(S(=O)(=O)NCC4CCCO4)cc3)CC2=O)c1C (stereo not drawn)	-4%	2%	-4%
55	Fc1ccc(Sc2cc(Cl)c(-c3ccccc3)nn2)cc1	-5%	-9%	u
56	CCCN(C(=O)CCc1nc(-c2ccccc2F)no1)c1ccc(CC)cc1	-13%	-1%	x

The list goes on.
cpd	mol	GCN5L2 inh	FEN1 inh	N370S GC mod
57	CN(CCO)c1ccc(/C=N/Nc2nncc3ccccc23)cc1	-10%	u	-13%
58	Cc1ccc(CNC(=O)c2cc(=O)c3ccccc3o2)cc1	-8%	-2%	4%
59	CC1(C)CC2CC(C)(CN2CC(O)c2ccccc2)C1 (stereo not drawn)	3%	2%	-1%
60	CC(C)(C)CC(=O)N1CCN(Cc2ccc3c(c2)OCO3)CC1	-7%	8%	1%
61	O=C(O)CC/C(=N\NC(=O)CNC(=O)c1ccc(F)cc1)c1ccccc1	-3%	-3%	-6%
62	Cc1ccc(CN2CCC(CNC(=O)Nc3cccc(C)c3C)C2)cc1 (stereo not drawn)	-2%	-2%	x
63	O=C(Cc1ccccc1)Nc1nc(-c2cccc([N+](=O)[O-])c2)cs1	32%[activator]	1%	-5%
64	CCOC(=O)CCCCC(=O)c1[nH]c(=O)[nH]c1Cn1cnc2ccccc21	-4%	-3%	2%
65	CCOc1ccc(Nc2nc(N)nc(CSC(=S)N3CCN(c4ccccc4)CC3)n2)cc1	-5%	4%	-4%
66	Cc1nc(SC2CC(=O)N(c3ccccc3)C2=O)nc2c1CCCC2 (stereo not drawn)	-7%	0%	-1%
67	Cc1nn(CCCC(=O)N2CCc3ccccc3C2)c(=O)c2cc3sccc3n12	-3%	-14%	10%
68	Cc1ccc(S(=O)(=O)N2[C@@H](c3ccc(C(C)(C)C)cc3)C(C(=O)O)=CC[C@H]2c2ccc(Cl)cc2)cc1	u	-10%	x
69	S=C(NCc1ccncc1)Nc1cc(Cl)cc(Cl)c1	-17%	15%	u
70	Cc1ccc(C(=O)COC(=O)CN2C(=O)C3C4CCC(C4)C3C2=O)cc1[N+](=O)[O-] (stereo not drawn)	-8%	-10%	9%
71	Cc1ccc([N+](=O)[O-])cc1NC(=O)CSc1n[nH]c(-c2cccnc2)n1	0%	-6%	-6%
72	CCC(=O)Nc1nnc(S(=O)(=O)N(CC)c2ccc(Cl)cc2)s1	-4%	-5%	-10%
73	COC(=O)CNC(=S)NC(=O)c1ccc(C(C)(C)C)cc1	-8%	7%	4%
74	COc1ccc(-c2nc(CS(=O)CC(=O)NCCN3CCCCCC3)c(C)o2)cc1OC (stereo not drawn)	-9%	10%	2%
75	Cc1ccc(OCC(=O)NNC(=O)CSC(=S)N2CCCC2)cc1	-7%	0%	5%
76	Cc1ccc(OCc2nnc(SCC(=O)c3cccc([N+](=O)[O-])c3)n2C)cc1	2%	-3%	2%
77	CNC(=O)N(O)C1N(/N=C/c2ccc(SC)cc2)C(=S)SC1(C)C (stereo not drawn)	-6%	-17%	-20%
78	CCOc1ccc2oc(C(=O)Nc3ccc(N4CCOCC4)cc3)c(C)c2c1	x	2%	0%
79	Cc1ccc(-c2nc(CSc3nnc(C)n4c3cc3occc34)c(C)o2)cc1	-3%	17%	x
80	CN(C)CCNC(=O)C1CCN(c2nc3ccccc3[nH]2)CC1	-9%	12%	x
81	O=C(c1cccc2ccccc12)N1CCC(N2CCN(c3ccccc3)CC2)CC1	-10%	-2%	1%
82	COc1cccc(CN(C)Cc2cc(=O)oc3c(C)c(C)ccc23)c1	-1%	-5%	13%
83	CCN1CCN(CCCNC(=O)C2CCCN(c3nc4c(C)cc(C)cc4s3)C2)CC1 (stereo not drawn)	-17%	-20%	-11%
84	O=C1C2=C(C(=O)c3ccccc31)C1O[C@](c3ccsc3)(Cc3ccccc31)O2	-10%[12.7 µM]	x	1%[12.8 µM]
85	c1ccc(N2CCN(c3ncnc4c3nc3n4CCCC3)CC2)cc1	-9%	17%	x
86	CC(C)(CO)NC(=O)CC1C(=O)NCCN1CC(c1ccccc1)c1ccccc1 (stereo not drawn)	0%	18%	-5%
87	CC1(C)Cc2c(C#N)c(SCCO)nc(N3CCOCC3)c2CO1	-8%	3%	-8%
88	Cc1ccc(/C=N/NC(=O)Cn2ccc(C(F)(F)F)n2)o1	-1%	5%	-2%
89	CN1CCN(CC(=O)Nc2ccccc2C(F)(F)F)CC1	-5%	1%	-2%
90	O=C(NCCCN1CCCCCC1)c1ccc2c(c1)sc1nc(-c3ccccc3)cn12	-3%	3%	x
91	Cc1nn(CC(=O)Nc2ccc(C#N)cc2)c(C)c1[N+](=O)[O-]	-10%	-1%	-2%
92	Cn1c(=O)[nH]c(=O)c2c1nc(NCCCO)n2CCCc1ccccc1	-2%	4%	-1%
93	Cc1cc(O)cc2c1C(c1ccc(F)cc1)CC1(CC(C)(C)NC(=S)N1)O2 (stereo not drawn)	20%	-6%	-4%
94	CN(Cc1cccc(F)c1)C(=O)c1ccc(S(=O)(=O)N2CCCCCC2)cc1	-5%	-2%	x
95	O=C(CNC(=S)N(Cc1ccccc1)Cc1cccnc1)NCc1ccccc1	-4%	-2%	-16%
96	COc1cccc(C(=O)COC(=O)c2ccc(NC(C)=O)cc2)c1	-4%	9%	3%
97	COc1cccc(NC(=O)C(Cc2ccccc2)N2Cc3ccccc3C2=O)c1 (stereo not drawn)	-1%	2%	x
98	O=C(NNC(=O)C1[C@H]2CCCC[C@@H]12)NC1CCCCC1 (stereo partly drawn)	-3%	-10%	3%
99	O=S(=O)(c1ccc2c(c1)CCCN2)N1CCCCC1	4%	-2%	x

These rows are one share of the data, so the mix of outcomes need not match the whole.
